Compound activity from PubChem.
ANO1 block – TMEM16A chloride channel inhibitors, primary screen, cell-based, HTS. Anoctamin-1 (Mus musculus), Q8BHY3. HEK293 TMEM16A/YFP iodide influx fluorescence, ionomycin. normalized B-score (activity score, 25-100; higher = stronger inhibition) at 10 µM. actives 1.2% (n = 310,000);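 active = ratio plate-corrected score three or more library SD toward inhibition, starting fluorescence score within five deviations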;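 also: score derived from kinetic fluorescence span divided by baseline fluorescence per well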
ANO1 activ – TMEM16A chloride channel activators or potentiators, primary screen, cell-based, HTS; Anoctamin-1 (Mus musculus), Q8BHY3; HEK293 TMEM16A/YFP-H148Q/I152L, iodide quench fluorescence; stronger effect = lower value; B-score at 10 µM; actives 0.3% (n = 340,000); AID 623877, 2012;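 active = fluorescence-ratio B-score plate-corrected deviation score at least 3 library SD below zero, with starting fluorescence score within 5 deviations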;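 also: channel opened by trigger with iodide after compound preincubation; score built on the fluorescence ratio of max minus min over baseline; more negative score means more quench and so TMEM16A activation or potentiation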
TRPC4 PAM – positive allosteric modulators of TRPC4, primary screen, cell-based, mouse TRPC4beta, HEK293 mu-opioid, Fluo-4 calcium; DAMGO EC20, Fluo-4 Ca2+ flux; stronger effect = higher value; B-score at 10 µM; actives 0.42% (n = 310,000); Short transient receptor potential channel 4 (Mus musculus), Q9QUQ5;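 active = B-score of calcium response area above 5 SD of library B-scores, with initial fluorescence ratio within 5 SD of library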;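 also: B-score of integrated fluorescence ratio over time as area under calcium response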
Target sequence (Q9QUQ5 whole entry, looked up): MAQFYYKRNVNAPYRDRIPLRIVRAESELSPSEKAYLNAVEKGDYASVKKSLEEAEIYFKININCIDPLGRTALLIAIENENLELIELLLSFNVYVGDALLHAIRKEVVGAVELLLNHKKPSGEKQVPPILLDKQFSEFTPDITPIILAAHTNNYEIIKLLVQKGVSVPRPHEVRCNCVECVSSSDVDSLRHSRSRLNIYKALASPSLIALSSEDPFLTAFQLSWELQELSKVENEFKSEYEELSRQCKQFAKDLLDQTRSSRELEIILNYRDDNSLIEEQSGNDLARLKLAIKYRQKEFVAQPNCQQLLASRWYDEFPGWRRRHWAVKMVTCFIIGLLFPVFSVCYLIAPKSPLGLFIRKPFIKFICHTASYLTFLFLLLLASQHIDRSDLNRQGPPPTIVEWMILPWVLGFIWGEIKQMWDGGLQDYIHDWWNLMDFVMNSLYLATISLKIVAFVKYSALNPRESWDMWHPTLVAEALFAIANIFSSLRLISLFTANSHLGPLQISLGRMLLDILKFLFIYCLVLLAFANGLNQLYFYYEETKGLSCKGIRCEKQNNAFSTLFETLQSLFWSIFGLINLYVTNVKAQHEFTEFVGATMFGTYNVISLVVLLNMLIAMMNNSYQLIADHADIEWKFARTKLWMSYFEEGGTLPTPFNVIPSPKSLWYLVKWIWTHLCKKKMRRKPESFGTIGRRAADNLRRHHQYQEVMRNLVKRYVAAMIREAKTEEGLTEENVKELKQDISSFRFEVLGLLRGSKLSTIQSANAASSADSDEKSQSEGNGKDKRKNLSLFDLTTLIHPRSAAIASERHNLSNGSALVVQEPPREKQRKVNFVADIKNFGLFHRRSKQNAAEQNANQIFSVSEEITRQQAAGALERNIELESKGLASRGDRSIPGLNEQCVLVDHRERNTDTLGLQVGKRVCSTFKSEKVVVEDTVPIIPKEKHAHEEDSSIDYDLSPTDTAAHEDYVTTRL
TRPC4 block – inhibitors of mouse TRPC4 channel, primary screen, Fluo4 calcium, HEK293 TRPC4beta/mu-opioid cells; Short transient receptor potential channel 4 (Mus musculus), Q9QUQ5; DAMGO-evoked Fluo4 calcium flux; stronger effect = lower value; B-score at 10 µM; actives 0.39% (n = 300,000); AID 2247, 2010;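 active = B-score over 3 SD under the library average, no early fluorescence shift, positive overall ratio signal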
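Assay system: HEK293 cells with stable TRPC4beta plus mu-opioid receptor expression. Dosing: single dose. Measured by: Fluo4 Ca2+ flux fluorescence. Also added: DAMGO in two steps, submaximal then maximal. Read-out: B score from integrated Fluo4 fluorescence ratio.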
TRPC6 activator – mouse TRPC6 channel activators, primary screen, cell-based, HEK293, membrane potential dye; AID 2550, 2010; actives 0.13% (n = 310,000); B-score at 10 µM; Short transient receptor potential channel 6 (Mus musculus), Q61143; HEK293-TRPC6 membrane potential dye fluorescence; stronger effect = higher value;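 active = B-score of the integrated fluorescence ratio above library mean plus 3 SD, and starting fluorescence ratio within library mean plus 5 SD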;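 also: higher score means more depolarization so channel activation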
MrgX1 PAM – positive allosteric modulators of MrgX1, primary screen, HEK293 cells, Fluo-4 calcium flux; B-score at 10 µM; Mas-related G-protein coupled receptor member X1 (Homo sapiens), Q96LB2; AID 588675, 2011; actives 0.63% (n = 310,000); FDSS; stronger effect = higher value;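 active = plate-corrected calcium response at least 3 library SD above typical, normal starting fluorescence, not activating the receptor alone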;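 also: compound read alongside a low EC10 to EC30 dose of BAM8-22 agonist; peak minus trough fluorescence over baseline measured at the second addition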
MrgX1 antag – antagonists of human MrgX1 receptor, primary screen, HEK293 cells, Fluo-4 calcium flux. actives 1.3% (n = 310,000). Mas-related G-protein coupled receptor member X1 (Homo sapiens), Q96LB2. AID 588676, 2011. BAM8-22 antagonism; stronger effect = lower value. B-score at 10 µM;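 active = calcium-response B-score plate-corrected more than 3 library SD below zero, starting fluorescence within 5 deviations, no agonist response on first addition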;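 also: peak minus trough fluorescence over baseline after final BAM8-22 challenge near maximal dose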
SKKanGAS inh – S. pyogenes SKKanGAS growth inhibitors in kanamycin, primary screen, streptokinase expression inhibitor project, SKKanGAS strain, BacTiter-Glo luminescence. actives 1.3% (n = 300,000). AID 1662, 2009. 6 h. inhibition, % at 7.5 µM;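 active = mean replicate score, as percent of positive control median, at least 50; inconclusive = mean below 50 but one replicate at or above 50; inactive = mean and every replicate below 50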;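 also: strain carries kanamycin resistance gene driven by streptokinase promoter and grows in 40 µg/ml kanamycin; loss of luminescence reflects streptokinase promoter inhibition or plain growth inhibition; 0% = median of DMSO wells and 100% = positive control at its reference dose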
TRPC4 act – activators of mouse TRPC4 channel, primary screen, Fluo4 calcium, HEK293 TRPC4beta/mu-opioid cells; Short transient receptor potential channel 4 (Mus musculus), Q9QUQ5; Fluo4 calcium fluorescence; stronger effect = higher value; B-score at 10 µM; actives 0.49% (n = 310,000); AID 2237, 2010;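 active = B-score above 5 SD of library B-scores, and initial fluorescence ratio not above library mean plus 5 SD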;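 also: positive B-score marks a calcium rise read as TRPC4 activation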
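Material: HEK293 stable line with TRPC4beta plus mu-opioid receptor; technique: Fluo4 calcium-sensitive dye fluorescence, kinetic, 1 Hz baseline; timing: Fluo4 dye loading 45 min at room temperature, 110 s recording; controls: assay buffer as low control, maximal DAMGO as high control; read-out: integrated baseline-normalised fluorescence ratio, converted to per-well B score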
MrgX1 ag – agonists of human MrgX1 receptor, primary screen, HEK293 cells, Fluo-4 calcium flux; Fluo-4 calcium fluorescence, agonist mode; stronger effect = higher value; actives 0.44% (n = 310,000); Mas-related G-protein coupled receptor member X1 (Homo sapiens), Q96LB2; B-score at 10 µM;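 active = calcium response B-score plate-corrected fluorescence ratio at least 3 library SD, with starting fluorescence B-score inside 5 SD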
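times = overnight plating, then 30 min 37 °C plus 30 min room-temperature dye loading | assay system = stable human MrgX1 HEK293 cell line | input = fifteen thousand cells per well | signal = kinetic calcium dye fluorescence, Fluo-4 NW | dosing = compound delivered in addition one of three | read-out = B-scored fluorescence response ratio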
TRPC6 inhibitor – mouse TRPC6 channel inhibitors, primary screen, cell-based, HEK293, membrane potential dye; Short transient receptor potential channel 6 (Mus musculus), Q61143; ACh-evoked depolarization; stronger effect = lower value; B-score at 10 µM; actives 1.1% (n = 310,000);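 active = B-score under library mean minus 3 SD, initial fluorescence not abnormally high, positive integrated signal ratio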;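 also: B-score derived from integrated fluorescence ratio over the kinetic read; more negative B-score means stronger inhibition of depolarization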
* = called active by the depositor; i = inactive; ? = inconclusive; . = no result given.

SMILES	ANO1 block	ANO1 activ	TRPC4 PAM	TRPC4 block	TRPC6 activator	MrgX1 PAM	MrgX1 antag	SKKanGAS inh	TRPC4 act	MrgX1 ag	TRPC6 inhibitor
Cc1ccc(NC(=O)CCN2CCOCC2)cc1C	i	i	i	i	i	i	i	-3	i	i	i
CCN(CC)c1nc(N2CCOCC2)nc2ccccc12	i	i	i	-6*	i	i	i	-17	i	i	i
Cc1nc(SCCc2ccccc2)[nH]c(=O)c1C	i	i	i	i	i	i	i	-1	i	i	i
O=C(c1ccccc1[N+](=O)[O-])n1cnc2ccccc21	i	i	i	i	i	i	i	-9	i	i	i
O=C(Nc1nc2ccccc2[nH]1)c1ccccc1OC(F)F	i	i	i	i	i	i	i	9	i	i	i
Cc1c(NC2=CC(=O)CC(C)(C)C2)ccc([N+](=O)[O-])c1C	i	i	i	i	i	i	i	3	i	i	i
CC1(C)CCc2cc(-c3ccn(S(=O)(=O)c4ccccc4Cl)n3)ccc2O1	i	i	i	i	i	i	i	-13	i	i	i
O=C(OCC(=O)N1CCN(C(=O)c2ccco2)CC1)C1=COCCO1	i	i	i	i	i	i	i	-2	i	i	i
COc1ccc(C(=O)N/N=C(\C)c2cccc(NC(=O)c3ccc(F)cc3)c2)c(OC)c1	i	i	i	i	i	i	i	30	i	i	i
CC(=O)c1ccc(C(=O)N(CCN(C)C)c2nc3c(Cl)cccc3s2)cc1	i	i	i	i	i	i	i	5	i	i	i
COc1ccccc1N(CC(=O)NCCc1ccccc1)C(=O)CCC(=O)Nc1ccccn1	i	i	i	i	i	i	i	3	i	i	i
C=CCNC(=S)NNC(=O)c1ccc(Br)cc1	i	i	i	i	i	i	i	2	i	i	i
Cc1nnc(SCC(=O)N2CCC(Cc3ccccc3)CC2)n(N)c1=O	i	i	i	i	i	i	i	0	i	i	i
O=c1cc(-c2ccccc2Cl)oc2c([N+](=O)[O-])c(O)cc(O)c12	i	i	i	i	i	i	i	26	i	i	i
CCOc1cc(N2CCOCC2)c(OCC)cc1NC(=O)Cc1ccccc1OC	i	i	i	i	i	i	i	4	i	i	i
C/C(=N\NC(=S)NCc1ccccc1)c1ccccc1F	i	i	i	i	i	i	i	16	i	i	i
C=C(C)[C@@H]1CC=C(CN2CCC(N3CCC(C(=O)N4CCCC4)CC3)CC2)CC1	i	i	i	i	i	i	i	-3	i	i	i
CC(C)(C)c1cc(CSC(=S)NC2CCS(=O)(=O)C2)c(Br)c(C(C)(C)C)c1 (centres undefined)	i	i	i	i	i	i	i	96*	i	i	i
C=C1CCN(CC(=O)OC)S(=O)(=O)c2ccccc21	i	i	i	i	i	i	i	-3	i	i	i
Cc1ccc(S(=O)(=O)N2CCCOC2CNC(=O)C(=O)NCCc2c[nH]c3ccccc23)cc1 (centres undefined)	i	i	i	i	i	i	i	-3	i	i	i
Cc1cccc(C)c1NC(=O)c1cccnc1	i	i	i	i	i	i	i	5	i	i	-6.3*
Cn1nccc1C(=O)Nc1ccc2c(c1)OCO2	i	i	i	i	i	i	i	3	i	i	i
CCC(C)NCCOCCOc1ccc(C)cc1Br (centres undefined)	i	i	i	i	i	i	i	3	i	i	i
CCOC(=O)N1CCN(S(=O)(=O)c2ccc(C(=O)NNc3nc4c(C)cc(C)cc4s3)cc2)CC1	i	.	10*	i	i	i	i	22	i	i	i
COc1ccc(Cl)cc1C(=O)NCCS(=O)(=O)N1CCN(c2ccccc2F)CC1	i	i	i	i	i	i	i	0	i	i	i
C(#Cc1ccccc1)C[N+]1(CC#Cc2cccc3ccccc23)CCCC1	i	i	i	i	i	i	i	-17	i	i	-5.5*
Cc1ccc(NC(=O)c2sc3nc(C)cc(C)c3c2N)cc1	i	i	i	i	i	i	i	1	i	i	i
COc1ccc(Cn2c(=O)c3cccnc3n(Cc3ccc([N+](=O)[O-])cc3)c2=O)cc1	i	i	i	i	i	i	i	20	i	i	i
CCNc1nc(NCC)nc(N/N=C(\C)c2ccc(OC)cc2)n1	i	i	i	i	i	i	i	2	i	i	i
O=C(CSc1nnc(-c2ccco2)n1Cc1ccco1)N1CCOCC1	i	i	i	i	i	i	i	3	i	i	i
CC(=O)c1ccc(NC(=O)C2CCN(S(=O)(=O)c3cccs3)CC2)cc1	i	i	i	i	i	i	i	-5	i	i	i
Cc1ccc(C2(C)NC(=O)N(CC(=O)NC(=O)NC(C)(C)C)C2=O)cc1 (centres undefined)	i	i	i	i	i	i	i	-4	i	i	i
O=C(CNC(=O)c1ccc2c(c1)OCCO2)N/N=C/c1ccc([N+](=O)[O-])cc1	i	i	i	i	i	i	i	5	i	i	i
Cc1ccc(NC(=O)CCc2nc3ccccc3[nH]2)cc1C	i	i	i	i	i	i	i	11	i	i	i
C=CCC1C=CCC(CC=C)N1C(=O)c1ccccc1[N+](=O)[O-] (centres undefined)	i	i	i	i	i	i	i	-3	i	i	i
NS(=O)(=O)c1ccc(CCNC(=O)CNC(=O)c2ccc(Oc3ccccc3)cc2)cc1	i	i	i	i	i	i	i	-15	i	i	i
COC(=O)c1ccc(S(=O)(=O)NNC(=O)COc2ccc(C)cc2)cc1	i	i	i	i	i	i	i	-5	i	i	i
O=C1OC(Cc2ccccn2)C(O)=C1C1=NCCCN1 (centres undefined)	i	i	i	i	i	i	i	-13	i	i	i
Cc1ccc(/C=N/NC(=O)c2cccc(S(=O)(=O)N3CCOCC3)c2)o1	i	i	i	i	i	i	i	-2	i	i	i
COc1ccc(CCn2c(C)cc(C(=O)COC(=O)c3ccc(NC(=O)CC#N)cc3)c2C)cc1	i	i	i	i	i	i	i	?	i	i	i
CC(=O)c1c(C)[nH]c(C(=O)Nc2c(C)n(C)n(-c3ccccc3)c2=O)c1C	100*	i	i	i	i	i	i	-7	i	i	i
CCc1cccc(CC)c1-n1c(SCC(=O)N2CCc3ccccc3C2)nnc1-c1cccnc1	i	i	i	i	i	i	-7.8*	29	i	i	i
c1ccc(-c2ccccc2-c2nc(-c3ccncc3)no2)cc1	i	i	i	i	i	i	-4.7*	15	i	i	i
S=C(Nc1ccc(Oc2ccccc2)cc1)NC1CCCCCC1	100*	i	i	i	i	i	i	18	i	i	i
COc1ccc(N2C(=O)CCC(C(=O)N3CCC(C(N)=O)CC3)C2c2ccc(F)cc2)cc1 (centres undefined)	i	i	i	i	i	i	i	-2	i	i	i
CC(=O)Nc1cccc(NC(=O)C(=O)NCC(c2ccco2)N2CCc3ccccc3C2)c1 (centres undefined)	i	i	i	i	i	i	i	3	i	i	i
CCOC(=O)N1CCN(C(=O)CC(C)S(=O)(=O)c2cc3c(cc2C)NC(=O)CO3)CC1 (centres undefined)	i	i	i	i	i	i	i	-4	i	i	i
Nc1nc(SCCOc2ccccc2)n[nH]1	i	i	i	i	i	i	i	0	i	i	i
CCN(CC)C(=O)C1CCCN(C(=O)CCn2nnnc2CN2CCOCC2)C1 (centres undefined)	i	i	i	i	i	i	i	2	i	i	i
CCOC(=O)c1[nH]c2c(c1-c1ccccc1)C(=O)CC(c1ccc(OC)c(OC)c1)C2 (centres undefined)	i	i	i	i	i	i	i	3	i	i	i
Cc1nc(NC(=O)C2CC2)sc1C	i	i	i	i	i	i	i	-6	i	i	i
O=S(=O)(NCc1csc(-c2cccnc2)n1)c1ccc(Br)cc1	i	i	i	i	i	i	i	-1	i	i	i
CCCc1cc(=O)oc2c(C)c3occ(C)c3cc12	i	i	i	i	i	i	i	-5	i	i	i
O=C(/C=C/c1ccco1)NC(=S)Nc1ccccn1	i	i	i	i	i	18*	i	7	i	i	i
Cc1cc(C)n(-c2nnc(C)n2/N=C/c2cc(Br)ccc2OCc2ccccc2)n1	i	i	i	i	i	i	i	22	i	i	i
CC(C)NS(=O)(=O)c1ccc(CCC(=O)NCc2ccccn2)cc1	i	i	i	i	i	i	i	9	i	i	i
Cc1cccc2sc(NC(=O)CN(C)S(=O)(=O)c3cccs3)nc12	i	i	.	.	.	i	i	-7	.	i	.
COc1cccc(-c2nc(NC(C)C)c3ccccc3n2)c1O	i	i	i	i	i	i	i	5	i	i	i
Cn1c(SCCOc2ccccc2F)nc2ccccc2c1=O	i	i	16*	i	i	i	i	0	i	i	i
Cn1c(=O)c2cc(S(=O)(=O)NCCC(=O)NCC3CCCO3)ccc2n(C)c1=O (centres undefined)	i	i	i	i	i	i	i	-10	i	i	i

New compounds follow
SMILES	ANO1 block	ANO1 activ	TRPC4 PAM	TRPC4 block	TRPC6 activator	MrgX1 PAM	MrgX1 antag	SKKanGAS inh	TRPC4 act	MrgX1 ag	TRPC6 inhibitor
COC(=O)[C@@]12CCCCN1[C@H](c1ccc(SC3CCCCC3)cc1)[C@H]1C(=O)N(C)C(=O)[C@H]12	i	i	i	i	i	i	i	23	i	i	i
COc1cccc(C(=O)Nc2ccc(NC(=O)c3cc4ccccc4o3)c(OC)c2)c1	i	i	i	i	i	i	i	0	i	i	i
CCn1nc(C)cc1C(=O)N1CCCC(C(=O)c2ccc(Oc3ccccc3)cc2)C1 (centres undefined)	i	i	i	i	i	i	i	0	i	i	i
O=C1N/C(=N/Nc2ccccc2)S/C1=C\c1ccccc1	i	i	i	i	i	i	i	14	i	i	i
CC(=O)N1N=C(c2ccc3ccccc3c2)OC1(C)C	i	i	i	i	i	i	i	3	i	i	i

Rows were taken by chance. Share with any hit: about 6.7%.
